Assay outcomes: PubChem, Southern Research Specialized Biocontainment Screening Center
M. tuberculosis HTS = M. tuberculosis growth inhibition, HTS (AID 449762) | M. tuberculosis H37Rv growth inhibition, 7H9 media; higher % means a stronger effect | inhibition, % at 25 µM; hits with a dose series show IC50 in µM | 330,000 compounds, 0.59% hits; in the data active means a potency from the dose series; inconclusive means inhibition above about 70% without an active follow-up result;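 further: bacterial growth assessed after seven days of incubation; strong numbers were not always called active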
influenza NS1A = NS1A inhibition, H1N1 influenza, cell based functional assay (AID 504329) | 340,000 compounds, 0.3% hits | inhibition, % at 12.5 µM, or IC50 in µM where a hit was titrated | NS1A functional cell-based assay, percent inhibition; higher % means a stronger effect; in the data active means a potency from the dose series; inconclusive means inhibition above about 27% without an active follow-up result; further: strong numbers were not always called active
inhibitors of VEEV = inhibitors of VEEV TC-83 cytopathic effect, confirmation, Vero cells (AID 588727). Vero cells, VEEV TC-83 cytopathic effect inhibition; higher % means a stronger effect. one-dose inhibition, % at 20 µM; IC50 in µM for titrated hits. 350,000 compounds, 0.13% hits; in the data active means a potency from the dose series; inconclusive means inhibition mostly from about 14% at the one dose, without a potency; inactive means the rest, 99 in 100 with inhibition below about 12%; further: strong numbers were not always called active
Salmonella PhoP GFP = PhoP regulon inhibitors, Salmonella typhi PhoP promoter GFP reporter, confirmatory (AID 1850) | Salmonella Typhi PhoP-promoter GFP reporter, fluorescence, 4 h; higher % means a stronger effect | inhibition, % at 50 µM, or IC50 in µM where a hit was titrated | 310,000 compounds, 0.33% hits; in the data active means a potency from the dose series; inconclusive means inhibition mostly from about 25% at the one dose, without a potency; inactive means the rest, 99 in 100 with inhibition below about 19%;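 further: 0% = induced wells with vehicle and 100% = uninduced wells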
tuberculosis growth = growth inhibition of non-replicating M. tuberculosis (AID 488890); 320,000 compounds, 0.39% hits; inhibition, % at 25 µM; hits with a dose series show IC50 in µM; Mycobacterium tuberculosis non-replicating, growth inhibition; higher % means a stronger effect; in the data active means a potency from the dose series; inconclusive means inhibition mostly from about 82% at the one dose, without a potency; inactive means the rest, 99 in 100 with inhibition below about 76%;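 further: plate controls were DMSO cells for no effect and high antibiotic wells for full effect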
inhibitors of VEEV 10K pilot screen = recorded beside inhibitors of VEEV, whose call it bears; inhibition, %; measured here: 10K pilot screen inhibition
* hit, by the source's call; i = inactive; ? = inconclusive; nt = not tested or not shown.

SMILES	M. tuberculosis HTS	influenza NS1A	inhibitors of VEEV	Salmonella PhoP GFP	tuberculosis growth	others
CC(=O)O[C@]1(C(C)=O)CC[C@H]2[C@@H]3C=C(C)C4=CC(=O)CC[C@@H]4[C@H]3CC[C@@]21C	-4%	-2%	6.6%	-17%	11%
O=C(O)/C=C/C(=O)N1CCN(c2ccccc2F)CC1	1%	3%	0.2%	-4%	16%
COc1ccc(NC2=NCC(=O)N2c2ccccc2)c(OC)c1	2%	2%	0.5%	0%	-3%
CCCCOP(=O)(c1ccc(N(C)C)cc1)C(O)c1c(Cl)cccc1Cl (stereo unspecified)	3%	-2%	0.2%	-9%	13%
O=C(Cn1c2[n+](c3ccc(C(F)(F)F)cc31)CCCCC2)Nc1ccccc1	10%	6%	i	10%	45%
Cc1ccc(NC(=O)CSc2nncs2)cc1Cl	-6%	0%	1.2%	nt	3%
O=C(COc1ccc2ccc(=O)oc2c1)N1CCc2ccccc21	0%	-7%	0.6%	-8%	-36%
CC(=O)c1ccc(S(=O)(=O)Nc2cccc(S(=O)(=O)NC3=NCCC3)c2)cc1	0%	24%	1.1%	3%	2%
CC(C)CN(C(=O)COC(=O)c1cccc2ccccc12)c1c(N)n(Cc2ccccc2)c(=O)[nH]c1=O	64%	-8%	1.6%	1%	0%
CC1Cc2ccccc2N1C(=O)COC(=O)C1(c2ccccc2F)CCCC1 (stereo unspecified)	4%	-3%	5.1%	-9%	27%
COc1ccc(/C=N/NC(=O)c2ccc(O)cc2O)cc1CSc1ccccn1	0%	3%	2.5%	-2%	67%
CN1CCc2c(OCC(=O)N3N=C(c4cccs4)CC3c3ccc(F)cc3)cccc2C1=O (stereo unspecified)	?	12%	3.1%	-7%	79%
Cc1ccc(-n2ncc3c(=O)n(CC(=O)N(C(C)C)C(C)C)cnc32)cc1	-10%	-5%	0.5%	-1%	-2%
CSc1ccc(C(=O)NC2CCSc3ccccc32)cc1 (stereo unspecified)	-2%	8%	1.0%	2%	62%
CCc1cc2c(=O)[nH]c(Cc3ccc(Cl)cc3)nc2s1	-1%	-6%	0.4%	11%	-7%
CCCC1CCC(c2nc(-c3cccnc3)no2)CC1 (stereo unspecified)	5%	-7%	i	5%	79%
CCNC(=O)NC(=O)c1csc([N+](=O)[O-])c1	2%	-16%	i	4%	12%
Cc1ccc(C(=O)c2cc(Br)ccc2N)cc1	2%	-11%	2.0%	8%	29%
COc1ccc(CCN2CCCC(CN(C)C(=O)c3ccoc3C)C2)cc1 (stereo unspecified)	-8%	-3%	0.1%	-14%	-2%
C=CCOc1ccc2ccccc2c1CNCCCN1CCOCC1	4%	-7%	i	-2%	-1%
CC1(C(=O)N2CCC(CC3CC(c4cccc(Br)c4)=NO3)(C(=O)NCC3CCCCC3)CC2)CC1 (stereo unspecified)	?	3%	1.9%	3%	42%	inhibitors of VEEV 10K pilot screen=0.0
O=c1oc2cc(OCc3ccc(F)cc3F)ccc2cc1-c1ccc2ccccc2n1	4%	nt	nt	-9%	6%
CC(=O)N1N=C(c2cccc(NS(=O)(=O)c3ccc(C)cc3)c2)CC1c1ccco1 (stereo unspecified)	7%	-2%	5.6%	0%	7%
CCN(c1ccccc1)S(=O)(=O)c1cccc(C(=O)N2CCN(S(=O)(=O)c3ccccc3)CC2)c1	-3%	-8%	7.0%	-7%	17%
O=C(Cn1c(NCCO)nc2ccccc21)NCCc1ccccc1	0%	8%	0.7%	9%	8%
Nc1ccccc1C(O)(Cc1ccccc1)c1ccccc1 (stereo unspecified)	3%	-16%	2.0%	-8%	20%
CCCc1cc(=O)oc2c(C)c(OCC(=O)N3CCC(C(N)=O)CC3)ccc12	-12%	-2%	2.9%	-13%	-2%
CC(=O)CSc1nc2ccc(Nc3nc(N4CCOCC4)nc(N4CCOCC4)n3)cc2s1	?	10%	0.2%	-13%	13%
C=C[C@@H]1c2ccccc2N(S(=O)(=O)c2ccc(C)cc2)[C@H](c2ccc(OC(C)=O)cc2)C1(C#N)C#N	?	0%	?	nt	3%
CCCCN1C(=O)C(C2c3ccccc3C(=O)N2Cc2ccccc2)C(=O)NC1=S (stereo unspecified)	-17%	3%	0.8%	-6%	14%
COc1cc(CNc2ccc3c(c2)CCC3)cc(OC)c1O	?	22%	0.7%	4%	77%
O=C1C(Cl)=C(Nc2cccc(O)c2)C(=O)N1Cc1ccccc1	39%	2%	8.4%	6%	20%
CCOC(=O)c1nnn(CC(=O)N2N=C(c3ccc(Cl)cc3)CC2c2ccc(OC)cc2)c1C(=O)OCC (stereo unspecified)	-6%	-2%	0.7%	6%	-16%
COc1ccc(N2CCOCC2)c(NC(=O)c2ccc3c(c2)OCO3)c1	0%	7%	i	14%	18%
O=C(O)c1ccc(-c2nc(-c3ccccc3Cl)cs2)cc1	3%	-7%	i	-11%	4%
O=C(COc1ccc(Cl)cc1)N1CCCCCCC1	9%	-4%	0.3%	-4%	?
O=C(Nc1cccc(N=Cc2cc(Br)cc(Br)c2O)c1)c1ccco1	3%	-4%	0.1%	18%	?
O=C(CN1CCN(S(=O)(=O)c2ccccc2)CC1)N1CCc2ccccc21	-7%	-13%	0.9%	nt	-21%
CCC1(c2ccc(F)cc2)NC(=O)N(CC(=O)N2CCN(S(=O)(=O)c3ccc(C)cc3)CC2)C1=O (stereo unspecified)	2%	-5%	4.0%	-3%	18%
Cc1ccc(S(=O)(=O)NCC(=O)OCC(=O)N(CCC#N)c2ccccc2)cc1	4%	-4%	i	nt	0%
Cc1cc(NC(=O)c2ccc(F)cc2)no1	0%	-2%	0.3%	-1%	5%
COc1ccc(-c2cc(C(=O)Nc3cc(S(=O)(=O)N4CCOCC4)ccc3N3CCOCC3)c3ccccc3n2)cc1	0%	-5%	5.6%	-8%	22%
CC(=O)Nc1cccc(OCC(=O)Nc2ccc(F)cc2)c1	-11%	-3%	i	5%	-7%
O=C(CSc1nnc2c(n1)[nH]c1ccc(S(=O)(=O)N3CCOCC3)cc12)Nc1ccc(F)c(F)c1	2%	-2%	1.4%	-5%	14%
COCCNc1ncnc2c1cnn2Cc1ccccc1Cl	3%	3%	9.4%	-2%	-5%

Quoted from the results shown, two compounds:
SMILES	M. tuberculosis HTS	influenza NS1A	inhibitors of VEEV	Salmonella PhoP GFP	tuberculosis growth	others
O=C(CSc1nnc2c(n1)[nH]c1ccc(S(=O)(=O)N3CCOCC3)cc12)Nc1ccc(F)c(F)c1	2%	-2%	1.4%	-5%	14%
COCCNc1ncnc2c1cnn2Cc1ccccc1Cl	3%	3%	9.4%	-2%	-5%

(cont.)
SMILES	M. tuberculosis HTS	influenza NS1A	inhibitors of VEEV	Salmonella PhoP GFP	tuberculosis growth	others
O=C(c1cc2c(s1)CCCC2)N1CCN(S(=O)(=O)c2ccccc2)CC1	-6%	-1%	6.9%	-8%	20%
CSCSC1=C(C#N)C(c2ccccc2Cl)C(C(C)=O)=C(C)N1 (stereo unspecified)	-2%	7%	i	-8%	27%
Cc1cc(NC(=O)c2ccc(Cl)c(S(=O)(=O)N3CCOCC3)c2)no1	-2%	3%	1.8%	8%	0%
Cn1cnc([N+](=O)[O-])c1SCCO	4%	-2%	i	-1%	-1%
CCOc1ncccc1C(=O)Nc1ccc(Cl)c(S(=O)(=O)N2CCCC2)c1	-2%	6%	4.1%	-24%	-15%
COc1ccc(/C=C/C(=O)NC(CCSC)C(=O)O)cc1 (stereo unspecified)	-1%	-17%	0.8%	-8%	-7%
CCn1cc(C2N3CC4(C)CN2CC(C)(C3)C4=O)c2ccccc21 (stereo unspecified)	-6%	10%	0.7%	4%	-3%
Cc1ccccc1NC(=O)CCN1CCCC1	9%	7%	1.3%	-22%	13%
COc1ccccc1NC(=S)N(Cc1ccc(C)cc1)Cc1ccccn1	2%	0%	2.1%	2%	3%
CC1CCN(C(=O)COC(=O)CNC(=O)c2ccccc2F)CC1	nt	-16%	2.2%	nt	nt
CCC(C)/C(C)=N/NC(=O)c1ccc(COc2ccc(Cl)c(C)c2)cc1 (stereo unspecified)	2%	-11%	3.6%	-1%	39%
CCCc1nnc(NC(=O)CCC(=O)NC2CCCC2)s1	5%	-2%	0.9%	12%	-5%
COc1ccccc1CC(=O)N(CCC1=CCCCC1)c1c(N)n(Cc2ccccc2)c(=O)[nH]c1=O	9%	-6%	9.2%	2%	13%
CCOc1ccc(S(=O)(=O)N2CCCCC2)cc1NC(=O)Cc1ccsc1	-1%	-8%	i	nt	17%
Cc1cccc(Nc2cc(=O)n(C)c(=O)[nH]2)c1	1%	-39%	1.6%	11%	-8%

A draw from above in order of heavy-atom count, descending.
SMILES	M. tuberculosis HTS	influenza NS1A	inhibitors of VEEV	Salmonella PhoP GFP	tuberculosis growth	others
CC1CCN(C(=O)COC(=O)CNC(=O)c2ccccc2F)CC1	nt	-16%	2.2%	nt	nt
CSCSC1=C(C#N)C(c2ccccc2Cl)C(C(C)=O)=C(C)N1 (stereo unspecified)	-2%	7%	i	-8%	27%
COc1ccc(/C=C/C(=O)NC(CCSC)C(=O)O)cc1 (stereo unspecified)	-1%	-17%	0.8%	-8%	-7%
Cc1ccccc1NC(=O)CCN1CCCC1	9%	7%	1.3%	-22%	13%

(continued)
SMILES	M. tuberculosis HTS	influenza NS1A	inhibitors of VEEV	Salmonella PhoP GFP	tuberculosis growth	others
Clc1ccccc1CSc1nnc(-c2ccncc2)o1	0%	0%	0.7%	17%	67%
CCC(C)NC(=O)C1CCC(=O)N(c2cc(OC)c(OC)c(OC)c2)C1c1ccc(OC)cc1 (stereo unspecified)	-1%	-6%	2.0%	-8%	-2%
COc1cc2ccccc2ccc1=NO	nt	7%	7.2%	nt	nt
O=C(O)c1cccc(NC(=O)c2cn(-c3ccccc3)nc2-c2ccc(F)cc2)c1	12%	-4%	11%	-3%	14%
N#Cc1ccc(COn2nnc3ccccc32)cc1	3%	-6%	2.6%	0%	5%
Cc1cccc(OCC(=O)Nc2sc3c(c2C#N)CCC3)c1	-7%	-11%	0.4%	-7%	0%
CCCn1cnc2cc(NCc3ccccn3)ccc21	-4%	>100µM*	1.0%	14%	nt
O=C(NCc1ccc2c(c1)OCO2)NC1CCCCC1	-2%	2%	i	4%	2%
CC(N=C1NS(=O)(=O)c2ccccc21)C(=O)NCCCc1ccccc1 (stereo unspecified)	-4%	-6%	i	-13%	22%
NS(=O)(=O)c1cccc(NC(=O)CSc2n[nH]c(-c3ccccc3Br)n2)c1	nt	-2%	4.4%	nt	nt
CC(C)[C@H](NS(=O)(=O)c1ccccc1)C(=O)OCC(=O)NC(=O)c1cccn1C	3%	4%	0.7%	-16%	-4%
CC(=O)Nc1sc(C)c(C)c1C(=O)OCC(=O)N(CC(C)C)c1c(N)n(Cc2ccccc2)c(=O)[nH]c1=O	?	4%	11%	5%	-19%
CCOc1ccc(CN2CCN(Cc3cc4ccccc4o3)CC2CCO)cc1 (stereo unspecified)	4%	6%	1.5%	1%	13%
O=C(OC(C(=O)c1c[nH]c2ccccc12)c1ccccc1)c1cnccn1 (stereo unspecified)	2%	-13%	i	-2%	-4%
CCCCCCc1ccc(N2C[C@H](CCCCC)[C@@H](CC(=O)NCc3ccccc3)C2=O)cc1	2%	-2%	0.4%	-2%	6%	inhibitors of VEEV 10K pilot screen=0.0
CCCOc1ccc(-c2nnn(CC(=O)N3CCC(C)CC3)n2)cc1	4%	-10%	1.3%	1%	12%
CCOC(=O)c1c(-c2ccco2)csc1NC(=O)CSc1nnc(N)s1	0%	4%	0.4%	-4%	10%
O=C(O)c1cccc(S(=O)(=O)Nc2cccc3ccccc23)c1	21%	-9%	i	6%	-10%
CCn1ncc(/C=C/C(=O)NCc2cnn(C)c2C)c1C	-2%	-3%	0.6%	8%	-14%
COc1cc(OC)cc(-c2c(-c3ccc(F)cc3)c3cc(-c4cccc5[nH]ccc45)ccc3n2C)c1	8%	2%	3.3%	nt	4%
COc1cccc(C2C(C(C)=O)=C(O)C(=O)N2CCc2c[nH]c3ccccc23)c1 (stereo unspecified)	0%	-4%	2.8%	-12%	55%
COc1ccc(/C=N\NC(=O)c2ccccc2OC)cc1COc1ccccc1C	-15%	0%	10%	-9%	4%
Cc1ccc(Cl)cc1NC(=O)NCc1cccnc1	1%	-6%	5.2%	0%	-3%
COc1nc(-c2ccccc2)nnc1-c1ccccc1	nt	-7%	0.8%	nt	nt
CCOCC(=O)Nc1cc(Cl)c(OC)cc1OC	-6%	nt	nt	5%	-20%
CC(C)[C@H](NC(=O)c1ccco1)C(=O)N(C)Cc1c(F)cccc1Cl	3%	3%	i	10%	-2%
